CHRM1 antagonist – blocks human M1 muscarinic receptor | P11229 | CHO-K1 hM1, Fluo-8 calcium fluorescence, ACh EC80 antagonist | inhibition, % at 3 µM | 360,000 tested, 1.3% active;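 active = percent inhibition above its own plate's cutoff, namely the mean of that plate's compound wells plus 3 SD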;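 note: peak over basal fluorescence ratio during 140 s after agonist addition; 0% = ACh EC80 plus DMSO and 100% = DMSO alone without agonist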
Target sequence (P11229 whole entry, looked up): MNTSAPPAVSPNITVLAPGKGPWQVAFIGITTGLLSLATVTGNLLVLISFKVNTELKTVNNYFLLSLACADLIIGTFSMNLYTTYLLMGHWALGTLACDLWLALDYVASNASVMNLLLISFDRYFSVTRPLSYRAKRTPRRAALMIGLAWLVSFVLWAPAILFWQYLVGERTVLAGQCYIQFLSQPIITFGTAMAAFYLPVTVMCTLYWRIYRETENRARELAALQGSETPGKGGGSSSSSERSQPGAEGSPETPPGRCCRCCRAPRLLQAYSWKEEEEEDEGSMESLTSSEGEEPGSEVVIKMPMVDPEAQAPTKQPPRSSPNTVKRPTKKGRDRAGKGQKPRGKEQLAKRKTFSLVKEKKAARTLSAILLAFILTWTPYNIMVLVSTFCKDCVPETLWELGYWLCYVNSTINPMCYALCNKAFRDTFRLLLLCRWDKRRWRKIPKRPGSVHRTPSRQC
OXTR potentiator – potentiators of human oxytocin receptor; P30559; CHO-OTR cells, Fluo-8 calcium fluorescence, potentiator mode; 0% = oxytocin EC15, 100% = EC100; activation, % at 3 µM; 320,000 tested, 0.061% active;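 active = activation above that plate's cutoff, the mean activation of tested compounds plus 3 SD, cut at about 6.6% in these data, passing the limit was not always enough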;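 note: 100% uses oxytocin at 75 nM as the full agonist control; some results filed as inactive read as strong as hits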
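test system = CHO-OTR cells, human receptor | compound = single-point 3.0 µM | schedule = 6 min compound pre-incubation at room temperature, 100 s kinetic read | signal = Fluo-8 no-wash calcium dye fluorescence, excitation 470-495 nm, emission 515-575 nm | repeats = single well per compound, singlicate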
CHO parental Ca – counter-screen for OX1R antagonists: effect in parental CHO cells; AID 463079; inhibition, % at 5.6 µM; 330,000 tested, 0.63% active; parental CHO-K1, ATP-induced calcium, Fluo-8 fluorescence;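 active = inhibition above that plate's mean sample inhibition plus 3 SD, cut at about 26% in these data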;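 note: 0% = ATP-challenged DMSO wells and 100% = DMSO wells without ATP; some compounds past the cut are filed as inactive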
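test system = CHO parental line | reagent = ATP stimulus | measured by = intracellular calcium via Fluo-8 no-wash fluorescent dye | control set = ATP and no-ATP DMSO wells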
M1 ag – activates human CHRM1 receptor | AID 588814 | 360,000 tested, 0.33% active | CHO-K1 hM1, Fluo-8 calcium fluorescence, agonist mode; 0% DMSO, 100% acetylcholine EC100 | P11229 | activation, % at 3 µM;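 active = activation above the run's mean compound activation plus 3 SD, cut at about 16% in these data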;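 note: peak over basal fluorescence ratio within a 140 s kinetic read after compound addition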
CHO-K1 Ca antag – M1 antagonist counterscreen hit in parental CHO-K1 cells. inhibition, % at 3 µM. 360,000 tested, 0.6% active. AID 602250. ATP-induced calcium, Fluo-8 fluorescence;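 active = inhibition above a per-plate cutoff, the plate's mean sample inhibition plus 3 SD, cut at about 24% in these data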;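 note: 0% = DMSO plus EC80 ATP and 100% = DMSO alone without ATP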
M1 ag parental – counter-screen for M1 agonists: effect in parental CHO-K1 cells. Fluo-8 calcium fluorescence; scaled to maximal ATP response, vehicle zero. activation, % at 3 µM. 360,000 tested, 0.48% active. AID 602248; in the data active = activation above about 15%;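 note: untransfected CHO-K1 host cells lacking M1 receptor as counterscreen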
TAAR1 antag – antagonists of human TAAR1; 360,000 tested, 1.5% active; inhibition, % at 3 µM; CHO RD-HGA16 TAAR1, Fluo-8 calcium fluorescence, antagonist; Q96RJ0;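 active = inhibition above a per-plate cutoff, the mean inhibition of test compounds on that plate plus 3 SD, cut at about 49% in these data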;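 note: 0% = DMSO plus EC80 beta-PEA response and 100% = DMSO alone without agonist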
Target sequence (Q96RJ0 whole entry, looked up): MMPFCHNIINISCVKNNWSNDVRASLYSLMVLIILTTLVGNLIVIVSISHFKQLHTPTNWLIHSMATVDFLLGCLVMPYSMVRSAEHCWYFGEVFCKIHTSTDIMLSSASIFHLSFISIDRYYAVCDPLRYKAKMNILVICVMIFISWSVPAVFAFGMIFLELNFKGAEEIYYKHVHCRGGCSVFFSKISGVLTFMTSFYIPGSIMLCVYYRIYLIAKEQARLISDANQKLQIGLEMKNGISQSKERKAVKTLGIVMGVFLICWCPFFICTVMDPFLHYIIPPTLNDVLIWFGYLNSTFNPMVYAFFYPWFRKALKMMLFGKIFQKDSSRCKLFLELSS
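Assay system: CHO-derived RD-HGA16 cells stably expressing human TAAR1 plus Gα16. Timing: 140 s kinetic read after compound, 140 s after agonist. Technique: kinetic Fluo-8 calcium fluorescence measurement. Measure: % inhibition of agonist calcium response.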
CHO-K1 Ca PAM – counter-screen for M1 PAMs: effect in parental CHO-K1 cells; AID 602247; ATP EC20, Fluo-8 calcium fluorescence; 0% at ATP EC20, 100% at ATP max; activation, % at 3 µM; 360,000 tested, 0.02% active;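 active = activation above the run cutoff, the mean activation of all test compounds plus 3 SD, cut at about 40% in these data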;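 note: peak over basal fluorescence ratio in a 140 s read after ATP addition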
TAAR1 ag – human TAAR1 agonism; activation, % at 3 µM; Q96RJ0; CHO RD-HGA16 TAAR1, Fluo-8 calcium fluorescence; vehicle wells 0%, saturating PEA agonist 100%; 360,000 tested, 0.99% active; AID 624467;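 active = activation above the mean activation of all test compounds in the run plus 3 SD, cut at about 38% in these data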
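Benchmarks: low control DMSO, high control PEA (EC100); System: CHO RD-HGA16 cells carrying human TAAR1 plus Gα16; Detection: Fluo-8 fluorescence, 5 s baseline then 140 s kinetic read; Schedule: 17-24 h plating, Fluo-8 75 min 37 °C, 30 min RT; Read-out basis: % activation from peak over basal fluorescence ratio, DMSO-to-PEA scaled.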
The depositor's hits bear a star; . = not tested or not shown. Random draw from the library; overall some 4.2% were active at least once.

#	SMILES	TAAR1 antag	CHO-K1 Ca PAM	M1 ag	CHO-K1 Ca antag	M1 ag parental	OXTR potentiator	CHO parental Ca	TAAR1 ag	CHRM1 antagonist
1	CC(=O)Nc1ccc(Nc2nc(Cl)nc(Nc3ccc(NC(C)=O)cc3)n2)cc1	-13	9	0	-8	0.3	3	2	0	-10
2	O=S(=O)(Nc1ncn[nH]1)c1ccc2ccccc2c1	11	4	-1	-7	0.1	-4	0	8	4
3	COc1cccc(-c2cc(C(=O)O)c3cc4ccccc4cc3n2)c1OC	-27	-4	-2	4	-0.1	.	.	0	-13
4	CSc1nccc(Oc2cncc(Cl)c2)n1	-2	-8	-7	-1	0.2	0	-4	0	-2
5	CCOC(=O)c1[nH]c(CSc2nnc(-c3ccncc3)n2CCOC)c(C(=O)OCC)c1C	10	10	-4	-14	-0.1	-12	-29	5	-24
6	COc1cc(/C=N/Nc2ccc(C(F)(F)F)cn2)cc(OC)c1O	14	20	-9	-7	0.4	.	.	2	-5
7	O=C(/C=C/c1ccco1)OCc1nnc(-c2ccc(Cl)cc2)o1	-16	-9	-14	-13	0.0	-4	2	0	-5
8	COc1ccc(C=O)cc1COc1ccc2c(c1)OCO2	-3	15	-4	-20	1.1	.	.	-2	-1
9	O=C1CCc2cc(S(=O)(=O)NCCC(=O)NC3CCN(Cc4ccccc4)CC3)ccc2N1	9	16	-6	-2	0.6	6	-8	1	-7
10	O=C(CN1CCN(C(=O)c2ccc(-c3nc4ccccc4s3)o2)CC1)Nc1cccc(F)c1	-13	-9	1	10	0.3	.	.	0	-9
11	Cc1nc2sccn2c(=O)c1S(=O)(=O)NC(C)c1ccccc1 (configuration not stated)	-14	-9	8	3	-0.4	-6	-10	2	-14
12	O=C(CN1C(=O)NC2(CCOc3ccccc32)C1=O)NCc1ccccc1 (configuration not stated)	-13	20	-1	-13	1.7	-7	-4	1	-14
13	C=CCn1c(-c2cccc(OC)c2)nc2nc3ccccc3nc21	21	18	-3	-5	2.5	-1	-16	6	-2
14	NC(=O)c1ccsc1NC(=O)c1cccs1	-14	0	-2	7	2.0	-1	-12	3	-4
15	Cc1ccc(C(=O)NCCc2nnc(SCC(=O)Nc3nc(-c4ccccc4)cs3)n2C)cc1	-10	18	-4	-9	0.2	3	-11	2	-1
16	CCC1(c2ccccc2)NC(=O)N(CC(=O)Nc2cccc(S(=O)(=O)N3CCCCC3)c2)C1=O (configuration not stated)	-6	-4	1	-6	0.8	.	.	8	-7
17	CCOC(=O)C1=C(CC)Nc2ccccc2N/C1=N\S(=O)(=O)c1ccc(C(=O)OCC)cc1	-14	-5	-9	2	3.1	4	-20	3	1
18	O=C(CCSc1nc(-c2ccc3c(c2)OCO3)cc(C(F)(F)F)n1)NCc1ccco1	-13	18	-9	-4	-0.7	-5	-16	0	-2
19	O=C(COC(=O)COc1ccc(Cl)cc1Cl)NC1CCS(=O)(=O)C1 (configuration not stated)	1	-5	-2	-3	0.2	-2	3	-1	-9
20	CCCCn1c(/N=C/c2ccc(N(C)C)cc2)nc2ccccc21	-1	-2	2	15	0.4	-3	-2	6	-23
21	COc1ccc(/C=C2\CCn3c2nc2cc(C(=O)O)ccc2c3=O)cc1	1	13	-2	-6	-0.1	-12	-5	1	1
22	CCOc1ccccc1C(=O)N[C@H](C(=O)OCc1cc(=O)oc2cc(C)ccc12)C(C)C	15	8	-6	-7	-0.2	-3	-30	2	-4
23	O=C(CC1COc2ccccc2O1)NC1CCCCC1 (configuration not stated)	-1	16	-1	-4	0.5	-1	-14	12	-19
24	Cc1ccc(Cc2c(-c3ccc(Br)cc3)nc3ccc(Cl)cn23)cc1	-7	7	-9	5	0.2	.	.	-1	7
25	CC(=O)OCc1ccccc1Sc1ccccc1C(=O)NCc1ccccc1	-16	17	-5	-10	2.4	-2	-22	4	-5
26	CCN(CC)CCCNC(=O)c1ccc(CS(=O)(=O)c2ccccc2OC)o1	-7	14	-9	-7	0.8	-12	-5	3	-16
27	CCc1nc(SCC(=O)Nc2nnc(CC(C)C)s2)n[nH]1	-3	19	-8	-5	2.0	-14	12	7	-5
28	O=C1OCCC1Sc1ncnc2sc3c(c12)CCC3 (configuration not stated)	6	-3	-4	4	0.0	-12	-17	5	-21
29	COc1cc(Br)cc(CNc2ccc(F)c([N+](=O)[O-])c2)c1O	12	1	-11	3	0.2	-11	-4	13	-4
30	COc1ccc(CCNC(=O)c2ccccc2NC(=O)C2=C(C)OCCS2)cc1OC	70*	5	3	3	7.6	-12	-22	15	32
31	Cc1occc1C(=O)N/N=C/c1ccc(N(C)C)cc1	9	12	-1	-2	0.2	-10	0	8	-28
32	O=c1oc(Nc2ccccc2Cl)nc2ccccc12	6	7	-3	-13	-0.1	.	.	7	1
33	COc1cccc(CN2CC(C(=O)N(C)Cc3ccc(C)cc3)CCC2=O)c1 (configuration not stated)	-27	2	-4	-8	1.9	-2	-14	0	-7
34	CCOC(=O)c1c(C)[nH]c(C)c1C(=O)COC(=O)/C=C/c1ccc(OC)cc1	44	-22	-5	6	2.7	.	.	7	10
35	CCCOC(=O)C1C2C=CC3(CN(c4cccc(Cl)c4)C(=O)C13)O2 (configuration not stated)	8	12	-1	4	4.0	-11	-11	0	-10
36	CCCCn1c(=N)n(CC(O)COc2cccc(C)c2)c2ccccc21 (configuration not stated)	-11	10	-3	11	5.2	-5	-8	20	-5
37	CCNC(=O)O/N=C(\C)c1sc(-c2ccc(Cl)cc2)nc1C	-21	14	-2	-8	1.5	-7	-21	5	-9
38	O=C(CCc1nnc(Cc2ccc3c(c2)OCO3)o1)NCc1nc2ccccc2s1	-23	10	-3	8	0.3	.	.	2	6
39	CC(NC(=O)C(=O)NCCC1=CCCCC1)c1ccccc1 (configuration not stated)	9	15	5	-9	0.8	-1	-8	7	-13
40	CC(C)C[C@H](CO)Nc1nc(N(C)c2cccc(Cl)c2)c2ncn(C(C)C)c2n1	21	8	-2	-12	-0.1	-4	-29	14	1
41	COCCNC(=O)c1c(N)n(-c2ccccc2)c2nc3ccccc3nc12	1	12	-4	3	3.0	-9	-11	-3	2
42	Cc1cc(C)cc(NC(=O)C2COc3ccccc3O2)c1 (configuration not stated)	1	12	-6	-1	0.0	.	.	0	-4
43	C/C(=N\NC(=O)CCn1nnc2ccccc21)c1cccs1	-15	14	-2	-6	0.1	0	13	2	-12
44	Cc1ccc(CNCc2cccnc2)cc1	6	9	-3	-3	0.4	-4	4	8	5
45	CC1(C)O[C@@H]2[C@H](O1)[C@@H](CO)O[C@H]2n1cc(Br)c(=O)[nH]c1=O	-4	5	1	-19	0.5	-2	17	5	-7
46	COc1ccc(NC(=O)C2CC(=O)N(Cc3ccc(C)cc3)C2)cc1S(=O)(=O)N1CCCCC1 (configuration not stated)	3	10	-7	-4	0.0	0	-16	-2	-5
47	CCc1n[nH]c(=S)n1/N=C/c1ccc2c(c1)OCO2	-1	11	2	-26	0.3	-2	-4	9	-6
48	c1ccc(-n2nnnc2SCc2cccc3nsnc23)cc1	4	-1	3	7	-0.2	-13	-5	-2	1

Only TAAR1 antag, TAAR1 ag and M1 ag parental (two entries from above):
item	Compound	TAAR1 antag	TAAR1 ag	M1 ag parental
40	CC(C)C[C@H](CO)Nc1nc(N(C)c2cccc(Cl)c2)c2ncn(C(C)C)c2n1	21	14	-0.1
41	COCCNC(=O)c1c(N)n(-c2ccccc2)c2nc3ccccc3nc12	1	-3	3.0

As entered above.
TAAR1 ag with no. 38 → 2
M1 ag parental with no. 45 → 0.5

(listing goes on)
#	SMILES	TAAR1 antag	CHO-K1 Ca PAM	M1 ag	CHO-K1 Ca antag	M1 ag parental	OXTR potentiator	CHO parental Ca	TAAR1 ag	CHRM1 antagonist
49	O=C(O)CC(NC(=O)C1CCCCC1)c1cc([N+](=O)[O-])ccc1Cl (configuration not stated)	-16	-3	-2	-6	4.5	7	-6	1	12
50	CCc1ccccc1NC(=O)c1cccs1	0	13	-3	-8	0.3	3	-2	3	-6
51	CN(Cc1nc2ccc(F)cc2[nH]1)C(=O)C1CCC(=O)N(C2CC2)C1 (configuration not stated)	-11	-8	-3	2	0.1	-11	0	3	-6
52	Cn1c(SC2=CS(=O)(=O)c3ccccc32)nc2ccccc21	9	11	-4	-7	1.1	-14	-19	1	-8
53	CCOc1cc(/C=N/O)ccc1OCc1ccc([N+](=O)[O-])cc1	-7	31	-11	-10	0.5	-1	-16	-2	-1
54	COc1cc2c(cc1NC(=O)CSc1nc3ccccc3[nH]1)oc1ccccc12	.	10	13	-11	-0.4	-3	-18	.	-12
55	Cc1n[nH]c(C)c1CCc1nc2c3ccccc3nc(SCC(N)=O)n2n1	-1	9	-2	-2	1.1	.	.	5	1
56	CC(C)(C)C1CCC(=NNC(=O)C(=O)NCc2cccnc2)CC1 (configuration not stated)	-10	0	-3	-11	1.5	-5	-6	-3	1
57	O=C(c1ccccc1)N(Cc1cccs1)C1CCS(=O)(=O)C1 (configuration not stated)	-3	21	-5	-33	0.9	-1	-13	13	-10
58	COc1ccc([N+](=O)[O-])cc1N(CC(O)CN1C(=O)NC(C)(C)C1=O)S(=O)(=O)c1ccccc1 (configuration not stated)	3	-4	-4	-5	0.3	0	-24	2	-1
59	CSc1ccc(CN2CCC(C)(Oc3ccc(F)cc3)C2)cc1 (configuration not stated)	-7	5	-9	3	0.1	.	.	-2	15
60	S=c1[nH]nc(-c2cc(-c3ccccc3)n[nH]2)n1/N=C/c1ccc(Cl)cc1	-51	14	-3	-11	0.6	-12	-9	-2	-17

Along the list, quoted from above.
TAAR1 antag, nos. 54 to 57 → ., -1, -10, -3
OXTR potentiator, nos. 54 to 57 → -3, ., -5, -1

Later entries.
#	SMILES	TAAR1 antag	CHO-K1 Ca PAM	M1 ag	CHO-K1 Ca antag	M1 ag parental	OXTR potentiator	CHO parental Ca	TAAR1 ag	CHRM1 antagonist
61	Cc1ccc(S(=O)(=O)n2ccc3cccnc32)cc1	-11	6	5	-5	0.3	-8	-8	4	-11
62	COc1ccccc1NC(=O)c1c([N+](=O)[O-])cnn1C	-2	9	-3	-8	0.1	-2	0	5	-10
63	O=C(/C=C(\O)c1ccccc1)C(=O)NNC(=O)c1ccccc1[N+](=O)[O-]	7	12	-4	-24	0.3	-5	-5	-1	-13
64	Cc1nn2c3ccccc3n(CCN3CCCCC3)c2nc1=O	1	-5	-5	17	-0.9	-6	-5	2	-17
65	CC12CCC(C(NC(=S)NN)C1=O)C2(C)C (configuration not stated)	-3	20	-2	-10	0.3	.	.	2	-10
66	Cc1ccc(C(=O)O)cc1[N+](=O)[O-]	-13	16	-2	-16	0.2	-3	0	4	-11
67	CCc1ccc(C(=O)OCC(=O)Nc2cccc(S(=O)(=O)NC3=NCCCCC3)c2)cc1	-7	-14	-8	8	1.6	-6	-33	2	4
68	CCN(CC)C(=O)c1ncn2c1C(=O)N(C)CC2	5	-8	-4	27*	0.4	.	.	-1	7
